# Assay outcomes from PubChem.
# Nrf2 inh – Nrf2 pathway inhibition | A549 ARE-Fluc reporter, luciferase luminescence, 18-24 h | Potency, µM (doses to about 46 µM), inactives show top-dose activity change, negative = inhibition, usual class: inhibitors | hit rate 2.1% among 360,000 | AID 504444; note: % is set by controls: 0 for no effect and ±100 for the full control effect; nearly all actives have a fitted effect of over 60% in size
#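 A549 ARE_Fluc cells, 5000/well, 5% FBS OPTI-MEM; compounds in dose-response, 18-24 h at 37 °C/5% CO2; CellTiter-Fluor viability read (Ex 405/Em 525), then BugLite luciferase luminescence = Nrf2 activity.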
# EPAC2 antagonist – antagonists of human EPAC2 | hit rate 0.18% among 360,000 | Q8WZA2 | Potency, µM (series often up to 114 µM), without a hit: top-dose activity, negative = inhibition, hits mostly inhibitors | EPAC2 GEF exchange of Rap1B-BODIPY-GDP, fluorescence | AID 720708; note: % is set by controls: 0 for no effect and ±100 for the full control effect; nearly all actives have a fitted effect of over 45% in size; many of its hits are not listed in these tables
# Target sequence (Q8WZA2 whole entry, looked up): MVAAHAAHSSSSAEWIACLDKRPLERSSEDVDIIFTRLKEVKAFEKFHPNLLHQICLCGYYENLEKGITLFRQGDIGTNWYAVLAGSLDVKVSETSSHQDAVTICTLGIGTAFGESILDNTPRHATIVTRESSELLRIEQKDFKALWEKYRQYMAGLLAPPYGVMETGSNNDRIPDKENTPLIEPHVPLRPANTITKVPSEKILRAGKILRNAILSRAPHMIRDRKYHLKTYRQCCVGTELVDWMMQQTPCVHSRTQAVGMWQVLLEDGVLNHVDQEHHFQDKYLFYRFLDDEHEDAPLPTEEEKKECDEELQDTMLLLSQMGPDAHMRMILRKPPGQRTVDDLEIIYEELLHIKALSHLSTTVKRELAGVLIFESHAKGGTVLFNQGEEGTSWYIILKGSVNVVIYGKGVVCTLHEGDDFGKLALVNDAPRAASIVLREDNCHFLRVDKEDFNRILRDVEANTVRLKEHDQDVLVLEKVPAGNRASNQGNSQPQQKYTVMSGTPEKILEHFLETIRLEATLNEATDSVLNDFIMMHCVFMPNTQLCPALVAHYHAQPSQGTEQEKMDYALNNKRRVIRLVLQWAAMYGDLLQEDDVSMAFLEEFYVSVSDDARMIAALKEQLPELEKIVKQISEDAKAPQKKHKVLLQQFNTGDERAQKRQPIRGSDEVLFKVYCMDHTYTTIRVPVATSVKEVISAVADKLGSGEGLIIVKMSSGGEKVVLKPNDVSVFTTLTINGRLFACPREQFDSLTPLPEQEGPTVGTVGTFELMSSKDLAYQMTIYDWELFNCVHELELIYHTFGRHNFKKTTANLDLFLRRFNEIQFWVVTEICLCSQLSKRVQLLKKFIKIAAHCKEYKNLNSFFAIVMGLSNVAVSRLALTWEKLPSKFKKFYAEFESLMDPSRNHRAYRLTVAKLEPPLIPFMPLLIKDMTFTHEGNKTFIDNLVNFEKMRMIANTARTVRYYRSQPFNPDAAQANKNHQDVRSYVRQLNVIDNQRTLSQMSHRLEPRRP
# S2 tox – cell viability loss in ATXN counter-screen | S2 cells (HEK-293 line with an ATXN2-luciferase reporter) viability, CellTiter-Fluor protease fluorescence, 24 h | Potency, µM (doses to about 56.7 µM), actives largely listed as cytotoxic | hit rate 0.49% among 400,000 | AID 651635; note: nearly all actives have a fitted effect of over 40% in size
# ATXN2 expr inh – reduces ATXN2 reporter expression in HEK-293 cells | Potency, µM (doses to about 57 µM), without a hit: at the top dose activity change, negative = inhibition, hits mostly inhibitors | hit rate 0.72% among 360,000 | AID 1745845 | HEK-293 ATXN2-luciferase reporter, luminescence, 24 h; note: % is set by controls: 0 for no effect and ±100 for the full control effect; nearly all actives have a fitted effect of over 55% in size
#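 ATXN2-luciferase reporter cells (luciferase flanked by upstream and downstream ATXN2 gene portions) were treated 24 h at 37 °C with compounds at up to 57 uM. SteadyGlo luminescence gave expression; GF-AFC fluorescence gave viability.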
# HepG2 viability – kills HepG2 cells in TGF-b inhibitor counter-screen | HepG2 CAGA-GFP viability, ATP luminescence, 18 h | Potency, µM (series often up to 46.1 µM), for the others: at the top dose activity change, negative = cytotoxicity, hits mostly cytotoxic | hit rate 0.76% among 410,000; note: some results filed as inactive show a strong effect at the top dose
#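 HepG2 CAGA-GFP cells (1000/well, DMEM with 1% FBS) received compound, then TGF-beta at 500 pg/mL final, and were incubated 18 hours at 37 degrees C. Viability was read by CellTiter-Glo luminescence. Media-only wells were set as complete cell-killing and DMSO as no toxicity.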
# A549 viability – counter-screen for Nrf2 inhibitors: cytotoxicity in A549 cells | hit rate 0.16% among 390,000 | Potency, µM (series often up to 46 µM), inactives show at the highest dose activity change, negative = cytotoxicity, usual class: inhibitors | AID 504648 | A549 ARE-Fluc cells, CellTiter-Fluor viability, 18-24 h; note: % is set by controls: 0 for no effect and ±100 for the full control effect
#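 Cytotoxicity counterscreen: CellTiter-Fluor fluorescence was measured in A549 ARE_Fluc cells after 18-24 h of compound exposure in a concentration series. The subsequent BugLite luminescent read reports ARE-luciferase activity.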
# TGFb inhibitor – blocks TGF-b signaling; HepG2 CAGA-GFP TGF-b/SMAD3 reporter, GFP fluorescence, 18 h; TGF-beta stimulated, 500 pg/mL final; hit rate 1.2% among 410,000; Potency, µM (top dose mostly 46.1 µM), without a hit: at the highest dose activity, negative = inhibition, most hits filed as inhibitors; note: % is set by controls: 0 for no effect and ±100 for the full control effect; nearly all actives have a fitted effect of over 65% in size
#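 Inhibition was scored as loss of TGF-beta-induced (500 pg/mL final, 18 hours, 37 degrees C) GFP in HEPG2 cells carrying a CAGA-GFP reporter, in DMEM with 1% FBS. Well GFP was summed per cell; Activity was normalised to unstimulated and stimulated DMSO wells, then concentration-response fitting.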
# MCF10A rereplic – induces DNA re-replication in MCF 10a normal breast cells | MCF 10A DNA re-replication, Hoechst nuclear intensity, 48 h | Potency, µM (highest dose often 46.1 µM), inactives show at the highest dose activity, positive = re-replication, most hits filed as activators | hit rate 2.9% among 350,000 | AID 624296; note: % of control where 0% means no effect; nearly all actives have a fitted effect of over 50% in size
# Nrf2 ARE act – activates Nrf2 signaling; AREc32 ARE-luciferase reporter (MCF7-derived line), luminescence, 24 h; Potency, µM (doses to about 46.1 µM), without a hit: top-dose activation, actives largely listed as activators; hit rate 0.31% among 410,000; AID 624171; note: % of control where 0% means no effect; nearly all actives have a fitted effect of over 65% in size
#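 Luminescent ARE reporter assay in AREc32_Fluc cells: overnight plating at 37 deg C, 24 hr compound incubation, Steady-Glo added, 30 min RT before reading.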
# Numbers without * were called inactive; i = inactive; ? = inconclusive; · = not tested or not shown; & = joins results of further samples; [ ] = remark or other dose. Calls come from the whole dose curve; as a rule, active = well fitted curve in the direction sought with a large enough effect; inconclusive = small, poorly fitted or top-dose-only effect, or another doubt; inactive = no such curve, though single readings can be large; an effect the other way counts as inactive or inconclusive. Potency is the fitted concentration of half-maximal effect.
# Below each compound – A549 viability	HepG2 viability	ATXN2 expr inh	EPAC2 antagonist	MCF10A rereplic	Nrf2 inh	S2 tox	Nrf2 ARE act	TGFb inhibitor
1: CN1CCN(S(=O)(=O)c2cccc(C(=O)N(C)Cc3c(F)cccc3Cl)c2)CC1
→ 15%	-9%	-1%	-18%	8%	1%	i	-0.4%	-7%
2: CC(C)CC(c1nnnn1CCc1ccccc1)N1CCC(C(N)=O)CC1 (stereo not drawn)
→ 6%	-11%	-4%	-7%	-1%	9%	i	-0.4%	18%
3: Oc1ccccc1-c1n[nH]c(=S)n1Cc1ccccc1
→ 1%	-21%	15%	-13%	-7%	2%	i	3.6%	0%
4: COc1ccc(C(CNC(=O)CCNC(=O)c2ccccc2Cl)N2CCCC2)cc1 (stereo not drawn)
→ 3%	7%	11%	0%	2%	5%	i	-1.3%	4%
5: Cc1ccccc1CN1C(=O)c2ccccc2Sc2ccc(C(=O)NCc3cccs3)cc21
→ 4%	-21%	·	·	·	·	·	0.6%	?
6: O=C(c1ccccc1)C1CCN(C(=O)c2ccc(Cl)cc2)CC1
→ 0%	-33%	-14%	7%	-2%	?	i	-0.6%	?
7: O=S(=O)(Nc1ccc2c(c1)OCCO2)c1ccc2oc3ccccc3c2c1
→ ?	-32%	-39%	-1%	?	?	i	0.4%	10µM*
8: CCCOc1ccc(C(=O)Nc2ccc(S(=O)(=O)Nc3cc(C)nc(C)n3)cc2)cc1
→ 11%	20%	·	0%	3%	?	i	-0.9%	2%
9: CCC(=O)c1ccc(OCC(=O)NC2CCN(Cc3ccccc3)CC2)cc1
→ -5%	-5%	-13%	7%	-4%	5%	i	0.5%	-12%
10: CCn1cc(C(=O)NCCc2ccc(C)cc2)c(=O)c2cc(S(=O)(=O)N3CCc4ccccc4C3)ccc21
→ 1%	-28%	0%	·	·	4%	i	-0.6%	?
11: CC(=O)c1cnc2cc(C)nn2c1C
→ 2%	-61%	-16%	1%	-5%	8%	i	0.2%	-1%
12: CCc1ccc(C(=O)N2CCN(c3ccc(F)cc3)CC2)s1
→ -2%	-1%	0%	12%	-7%	·	i	0.1%	23%
13: Cc1ccc(C(=O)NC(C)CCc2ccccc2)cc1S(=O)(=O)N1CCOCC1 (stereo not drawn)
→ 7%	-7%	?	-5%	10%	?	i	0.1%	-3%
14: CC1Cc2ccccc2N1S(=O)(=O)c1cccc(C(=O)Nc2cccnc2)c1 (stereo not drawn)
→ 5%	-2%	-27%	-17%	-2%	?	i	-0.3%	-17%
15: C#CCNC(=O)C1=C[C@@H](c2ccc(C(F)(F)F)cc2)C[C@@H](OCc2ccc(CO)cc2)O1
→ -7%	-32%	-8%	-8%	-56%[inhibitor]	-1%	i	4.8%	?
16: COc1ccc(CN2CCN(C(=O)C3CCN(S(=O)(=O)c4cccs4)CC3)CC2)c(OC)c1OC
→ -4%	5%	-8%	1%	·	15µM*	i	-0.1%	9%
17: O=C(NCC(=O)N(CC1CCCO1)C1(C(=O)NC2CCCC2)CCCCC1)c1ccccc1 (stereo not drawn)
→ -18%	-5%	-6%	7%	6%	1%	?	-0.6%	11%
18: Cc1ccc(Nc2nc(N)nc(CSCCO)n2)cc1
→ 12%	-26%	30%[activator]	15%	-3%	?	i	0.3%	0%
19: CN1CCN(S(=O)(=O)c2cccc(C(=O)Nc3nc(-c4ccccc4)cs3)c2)CC1
→ 14%	-26%	6%	-12%	?	-19%	i	7.2%	?
20: Cc1nc(SC(C)C(=O)Nc2ccccc2C)cc(-c2ccccc2)n1 (stereo not drawn)
→ 0%	-35%	·	·	·	-17%	·	6.4%	?
21: CN(CC(=O)N1CCOCC1)C(=O)CSc1nc2ccccc2s1
→ -4%	1%	9%	-15%	-9%	13%	i	0.4%	4%
22: Cc1ccc(CSC2=Nc3ccccc3C3=NC(CC(=O)NCc4ccco4)C(=O)N23)cc1 (stereo not drawn)
→ -6%	-17%	23%	-2%	4%	9%	i	4.6%	18%
23: O=C1NC[C@@H](CCCCN2CCN(CCC3CCCCC3)C(=O)C2=O)N(CC2CCCCC2)C1=O
→ ·	·	-4%	-3%	·	·	i	-0.4%	·
24: CCC(=O)c1cc2c(C)cc(=O)oc2c(C)c1OC
→ 16%	10%	3%	-1%	11%	-8%	i	-0.7%	1%
25: CCN(CC)CCCNC(=O)C1CCN(S(C)(=O)=O)CC1
→ -2%	9%	·	·	·	·	·	1.8%	0%
26: O=C(O)c1cc(C2CC2)nc2ccccc12
→ ?	-13%	0%	3%	-6%&11%	3%	i	0.4%	9%
27: O=C(NC1CCCCCC1)C1c2ccccc2C(=O)N1Cc1ccc(F)cc1 (stereo not drawn)
→ -10%	9%	-7%	·	·	4%	i	3.1%	-4%
28: CC(C)CCN1C(=O)c2ccc(C(=O)NCC3CCCO3)cc2C1=O (stereo not drawn)
→ -9%	-11%	-14%	6%	-4%	·	i	0.2%	?
29: O=C(NCc1ccc2c(c1)CCN2C(=O)c1ccc(F)cc1)c1ccc(Br)o1
→ -13%	2%	·	·	·	·	·	0.2%	40%[activator]
30: CN1CCN(C(=O)c2cc3nc(-c4ccccc4)cc(-c4ccccc4)n3n2)CC1
→ -4%	-9%	-13%	0%	13µM*	-3%	i	9.7%	10%

# Full records as entered above:
# O=S(=O)(Nc1ccc2c(c1)OCCO2)c1ccc2oc3ccccc3c2c1 is entered as A549 viability = ?; HepG2 viability = -32%; ATXN2 expr inh = -39%; EPAC2 antagonist = -1%; MCF10A rereplic = ?; Nrf2 inh = ?; S2 tox = i; Nrf2 ARE act = 0.4%; TGFb inhibitor = 10µM*
# O=C(NCc1ccc2c(c1)CCN2C(=O)c1ccc(F)cc1)c1ccc(Br)o1 is entered as A549 viability = -13%; HepG2 viability = 2%; ATXN2 expr inh = ·; EPAC2 antagonist = ·; MCF10A rereplic = ·; Nrf2 inh = ·; S2 tox = ·; Nrf2 ARE act = 0.2%; TGFb inhibitor = 40%[activator]

# Ordered by value in Nrf2 ARE act (falling): 4 of the compounds above.
item | smiles | EPAC2 antagonist | Nrf2 ARE act
22 | Cc1ccc(CSC2=Nc3ccccc3C3=NC(CC(=O)NCc4ccco4)C(=O)N23)cc1 (stereo not drawn) | -2% | 4.6%
28 | CC(C)CCN1C(=O)c2ccc(C(=O)NCC3CCCO3)cc2C1=O (stereo not drawn) | 6% | 0.2%
23 | O=C1NC[C@@H](CCCCN2CCN(CCC3CCCCC3)C(=O)C2=O)N(CC2CCCCC2)C1=O | -3% | -0.4%
24 | CCC(=O)c1cc2c(C)cc(=O)oc2c(C)c1OC | -1% | -0.7%

# Next records
# Below each compound – A549 viability	HepG2 viability	ATXN2 expr inh	EPAC2 antagonist	MCF10A rereplic	Nrf2 inh	S2 tox	Nrf2 ARE act	TGFb inhibitor
31: Cc1cccc(-c2noc(CCC(=O)Nc3ccc(C(N)=O)cc3)n2)c1
→ 1%	-39%	-4%	5%	3%	8%	i	0.9%	6%
32: COC(=O)C(O)(NC(=O)NC(C)=O)C(F)(F)F (stereo not drawn)
→ -18%	5%	1%	-5%	-1%	·	i	2.1%	11%
33: CCC(Oc1ccccc1)C(=O)N1CCC(C(N)=O)CC1 (stereo not drawn)
→ 1%	-11%	17%	-2%	0%	?	i	-0.5%	-2%
34: COc1cc(-c2nc(C)c(C(C)=O)n2O)ccc1OCC(=O)Nc1ccc(F)cc1
→ 0%	-12%	-38%	-6%	-20%	4%	i	0.1%	10%
35: COc1ccc(C)cc1NC(=O)c1nnn(Cc2cccc(F)c2)c1N
→ 3%	14%	?	2%	27%	-11%	?	-0.6%	-13%
36: CCOC(=O)Cc1ccc(NC(=O)N(C(C)C)C2CCN(C(C)=O)CC2)cc1
→ 8%	13%	·	·	·	5%	·	-0.9%	-19%
37: CCOC(=O)N1CCN(c2ccc(S(=O)(=O)N3CCOCC3)cn2)CC1
→ 0%	-12%	-1%	-1%	?	?	i	-0.8%	-16%
38: CCCCn1c(N)c(N(CC)C(=O)c2cc(OC)cc(OC)c2)c(=O)[nH]c1=O
→ 4%	29%	5%	-1%	-1%	6%	·	-0.4%	2%
39: COc1ccc(CN(CC(=O)NCc2ccc(F)cc2)C(=O)CCC(=O)Nc2ccccn2)cc1
→ 2%	-16%	3%	11%	-1%	-12%	i	1.9%	-12%
40: COc1ccc(S(=O)(=O)Nc2cccc(S(=O)(=O)N3CCCC3)c2)cc1OC
→ -1%	-21%	2%	0%	2%	-18%	i	-0.4%	0%
41: CCOC(=O)c1ccc(CNc2ncnc3nc[nH]c23)cc1
→ -3%	-10%	·	·	·	?	·	·	?
42: COc1ccc(CNC(=O)CSc2nnc(NC(=O)c3ccccc3F)s2)cc1
→ 1%	-23%	25%	1%	8%	?	i	2.0%	-7%
43: CC(C)NC(=O)C(c1ccc(F)cc1)N(C(=O)CCC(=O)Nc1ccccn1)c1ccccc1F (stereo not drawn)
→ -2%	13%	-7%	1%	5%	4%	i	-0.7%	3%
44: O=S(=O)(NCc1cc(-c2ccccc2)no1)c1ccccc1
→ -1%	-4%	-13%	-3%	-19%	-9%	i	-0.1%	-6%
45: Cc1ccc(OCC(=O)Nc2nnc(S(=O)(=O)N3CCc4ccccc43)s2)cc1
→ -1%	-38%	14%	·	·	9%	i	2.8%	?
46: Cc1ccc2oc(-c3ccc(C)c(NC(=O)/C=C/c4ccc(Cl)cc4)c3)nc2c1
→ 1%	-17%	101%[activator]	·	·	?	i	11%	7%
47: COCCCNC(=O)c1c(N)n(/N=C/c2cccs2)c2nc3ccccc3nc12
→ 2%	-15%	-33%	-5%	?	16%	i	-0.2%	4%
48: O=C(NCc1cccc(Cl)c1)c1cnc(N2CCCCC2)c2ccccc12
→ -10%	-29%	·	·	·	·	·	-0.2%	?
49: COc1cc(CCCN2CCNC[C@@H]2Cc2ccccc2)cc(OC)c1OC
→ 1%	-3%	-7%	10%	-30%[inhibitor]	-3%	i	-1.2%	2%
50: COCC(=O)Nc1cccc(Br)c1
→ -7%	7%	137%[activator]	3%	-1%	-11%	i	-0.3%	-11%
51: COc1ccc(OC)c(CCNC(=O)CCCn2c(=O)c3cccn3c3ccc(F)cc32)c1
→ 6%	1%	·	·	·	?	·	22%	3%
52: C=C1CCN([C@@H](C)C(=O)OCc2cccc(C)c2)S(=O)(=O)c2ccccc21
→ 1%	-21%	9%	-17%	6%	-4%	i	-0.1%	?

# An excerpt; rates above refer to the full screens.
